CHRM4 agonist: CHRM4 agonism in calcium assay; P08173; CHO-K1 hM4/Gqi5, Fluo-8 calcium fluorescence; vehicle 0%, full acetylcholine response 100%; activation, % at 3 µM; 360,000 tested, 0.14% active; AID 624127;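 active means activation above the run mean over all test wells plus 3 SD, cut at about 32% in these data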;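 further: peak over basal fluorescence ratio per well then scaled between controls; 0% = DMSO wells and 100% = acetylcholine at EC100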
Target sequence (P08173 whole entry, looked up): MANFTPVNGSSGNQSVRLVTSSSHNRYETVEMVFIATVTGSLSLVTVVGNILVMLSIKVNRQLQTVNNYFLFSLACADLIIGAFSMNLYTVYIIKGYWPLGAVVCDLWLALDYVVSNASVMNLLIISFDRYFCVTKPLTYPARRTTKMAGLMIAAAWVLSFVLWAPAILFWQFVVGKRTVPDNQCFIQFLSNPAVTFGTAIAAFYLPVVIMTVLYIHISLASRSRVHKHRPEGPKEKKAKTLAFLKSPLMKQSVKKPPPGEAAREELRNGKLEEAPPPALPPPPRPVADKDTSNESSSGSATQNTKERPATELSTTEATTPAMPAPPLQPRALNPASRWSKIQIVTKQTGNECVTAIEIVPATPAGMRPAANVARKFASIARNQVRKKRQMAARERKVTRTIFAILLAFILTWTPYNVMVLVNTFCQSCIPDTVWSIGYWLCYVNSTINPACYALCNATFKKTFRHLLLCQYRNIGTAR
CHRM4 antagonist: antagonists of human muscarinic M4 receptor (CHRM4). 360,000 tested, 0.73% active. P08173. inhibition, % at 3 µM. CHO-hM4 cells, ACh EC80, Fluo-8 calcium fluorescence;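 active means inhibition above its plate's cutoff, the mean inhibition of sample wells plus 3 SD, cut at about 27% in these data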;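 further: 0% = acetylcholine EC80 with DMSO and 100% = DMSO without agonist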
OXTR potentiate: human OXTR potentiation; 320,000 tested, 0.061% active; CHO-OTR cells, Fluo-8 calcium fluorescence, potentiator mode; 0% = oxytocin EC15, 100% = EC100; AID 2445; P30559; activation, % at 3 µM;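 active means activation above that plate's cutoff, the mean activation of tested compounds plus 3 SD, cut at about 6.6% in these data, passing the limit was not always enough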;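 further: 100% uses oxytocin at 75 nM as the full agonist control; some results filed as inactive read as strong as hits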
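Assay system: CHO cell line stably expressing human OTR | Also added: Oxytocin at about EC15, sub-maximal agonist stimulus | Times: Compound 6 min at room temperature before oxytocin, 100 s read | Measured by: Fluo-8 intracellular calcium fluorescence, ex 470-495, em 515-575 nm | Controls: EC15 oxytocin alone as 0%, 75 nM oxytocin as 100%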
CHRM1 agonist: agonists of human M1 muscarinic receptor; CHO-K1 hM1, Fluo-8 calcium fluorescence, agonist mode; 0% DMSO, 100% acetylcholine EC100; activation, % at 3 µM; P11229; 360,000 tested, 0.33% active;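 active means activation above the run's mean compound activation plus 3 SD, cut at about 16% in these data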;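 further: peak over basal fluorescence ratio within a 140 s kinetic read after compound addition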
Target sequence (P11229 whole entry, looked up): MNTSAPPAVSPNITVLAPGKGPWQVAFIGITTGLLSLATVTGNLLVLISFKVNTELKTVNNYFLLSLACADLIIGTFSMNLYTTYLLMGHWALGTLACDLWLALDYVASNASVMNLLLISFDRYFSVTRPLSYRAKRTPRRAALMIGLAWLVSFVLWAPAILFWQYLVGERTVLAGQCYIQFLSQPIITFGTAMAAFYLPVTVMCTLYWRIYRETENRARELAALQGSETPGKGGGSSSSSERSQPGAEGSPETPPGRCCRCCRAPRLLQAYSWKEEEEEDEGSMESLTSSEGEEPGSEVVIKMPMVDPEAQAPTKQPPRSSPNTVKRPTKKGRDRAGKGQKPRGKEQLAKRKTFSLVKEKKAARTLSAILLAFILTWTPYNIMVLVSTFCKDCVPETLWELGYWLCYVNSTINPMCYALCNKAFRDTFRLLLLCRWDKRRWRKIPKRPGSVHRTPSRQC
CHO-K1 Ca antag: counter-screen for M1 antagonists: effect in parental CHO-K1 cells; 360,000 tested, 0.6% active; ATP-induced calcium, Fluo-8 fluorescence; AID 602250; inhibition, % at 3 µM;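 active means inhibition above a per-plate cutoff, the plate's mean sample inhibition plus 3 SD, cut at about 24% in these data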;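 further: 0% = DMSO plus EC80 ATP and 100% = DMSO alone without ATP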
M1 ag parental: nonselective activator or artifact in parental CHO-K1 cells. activation, % at 3 µM. Fluo-8 calcium fluorescence; scaled to maximal ATP response, vehicle zero. AID 602248. 360,000 tested, 0.48% active; in the data active means activation above about 15%;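 further: untransfected CHO-K1 host cells lacking M1 receptor as counterscreen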
CHO parental Ca: signal in parental CHO cells, OX1R antagonist counter-screen | parental CHO-K1, ATP-induced calcium, Fluo-8 fluorescence | inhibition, % at 5.6 µM | 330,000 tested, 0.63% active;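 active means inhibition above that plate's mean sample inhibition plus 3 SD, cut at about 26% in these data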;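 further: 0% = ATP-challenged DMSO wells and 100% = DMSO wells without ATP; some compounds past the cut are filed as inactive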
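Assay system: untransfected parental CHO cell line. Also added: ATP agonist challenge. Dosing: one dose, 5.6 µM nominal. Measured by: Fluo-8 fluorescence. Read-out: % inhibition. Benchmarks: ATP wells versus no-ATP DMSO wells. Repeats: no replicates.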
M1 antag: antagonists of human M1 muscarinic receptor | P11229 | CHO-K1 hM1, Fluo-8 calcium fluorescence, ACh EC80 antagonist | inhibition, % at 3 µM | 360,000 tested, 1.3% active;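 active means percent inhibition above its own plate's cutoff, namely the mean of that plate's compound wells plus 3 SD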;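 further: peak over basal fluorescence ratio during 140 s after agonist addition; 0% = ACh EC80 plus DMSO and 100% = DMSO alone without agonist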
CHRM1 PAM: potentiates human M1 receptor response to acetylcholine. P11229. CHO-K1 hM1, Fluo-8 calcium fluorescence, ACh EC20; 0% = ACh EC20, 100% = maximal ACh. activation, % at 3 µM. 360,000 tested, 0.088% active. AID 588819; in the data active means activation above about 19%, passing the limit was not always enough
* = called active by the depositor; · = no result given.

SMILES	CHRM4 agonist	CHRM4 antagonist	OXTR potentiate	CHRM1 agonist	CHO-K1 Ca antag	M1 ag parental	CHO parental Ca	M1 antag	CHRM1 PAM
COc1ccc(C(C)=O)cc1COC(=O)c1ccc(OCc2c(C)noc2C)cc1	3	-6	-10	-4	-3	0.6	-19	9	-7
O=C(NNc1c2ccccc2nc2ccccc12)c1cc2ccccc2cc1O	15	14	-10	-4	17	4.6	28	16	-6
CSc1cccc(NS(=O)(=O)c2ccccc2)c1	2	3	-13	-3	-14	0.9	-22	-3	3
Cc1ccc(Cc2c(C)nc3nc(SCC(=O)NCCCN4CCOCC4)nn3c2C)cc1	1	-9	-3	-5	-17	1.1	-21	-5	-3
Cc1ccc(N2C(=O)c3ccccc3NC2(C(=O)O)c2ccccc2)cc1Cl (stereo not given)	15	5	-11	-5	5	4.2	-14	7	-5
C/C(=N\NC(=O)c1cccc(S(=O)(=O)N2CCCC2)c1)c1ccc(OCC(=O)N(C)C)cc1	3	1	0	-7	1	0.6	-9	3	-3
N#Cc1ccc(-c2nc3c4ccccc4ccn3c2Cc2ccsc2)cc1	0	-1	·	·	-11	0.7	·	·	·
CCOC(=O)C1=CCN(Cc2ccccc2)CC1	0	-4	-6	-6	2	7.7	-23	-9	3
CC(C)N(C(=O)CSc1nnc(NC(=O)C2CCC2)s1)C(C)C	0	-5	-4	-5	-15	0.4	-2	3	2
CCn1c(CNS(=O)(=O)c2ccc(Cl)cc2)n[nH]c1=S	0	9	-4	-5	-5	-0.1	-10	-6	7
O=C(CN1C(=O)/C(=C/c2ccccc2F)Sc2ccccc21)NCC1CCCO1 (stereo not given)	10	5	-2	-2	11	2.8	-20	14	-8
Cc1ccc(/C=C2\SC(=S)N(CCC(=O)NNC(=O)c3cccc(O)c3)C2=O)cc1	7	19	-11	-1	14	5.3	13	32*	-9
COCCNC(=O)CN(C(=O)CCC(=O)Nc1ccccn1)c1ccc(C)cc1C	1	6	-1	-2	-4	0.2	-11	-15	8
O=[N+]([O-])c1cccc2c(S(=O)(=O)N3CCOCC3)cccc12	1	4	1	-3	0	0.2	-11	-5	-2
CCOC(=O)c1[nH]c(C)c(/C(O)=C2\C(=O)C(=O)N(CCN3CCOCC3)C2c2ccco2)c1C (stereo not given)	0	0	-16	-2	8	-0.4	18	-3	5
Cc1ccc(-c2ccc(/C=C3\SC(N4CCOCC4)=NC3=O)o2)cc1	4	1	-7	-6	-1	1.5	-23	1	3
CN1CCN(c2oc(-c3ccccc3F)nc2S(=O)(=O)c2ccc(Cl)cc2)CC1	3	2	-8	-1	-3	1.9	-5	-12	7
COC(=O)c1ccc(Cn2nnc3c(=O)[nH]c(C4CCN(S(=O)(=O)c5ccc(F)cc5)CC4)nc32)cc1	1	-5	1	-5	-23	-0.8	-15	1	4
COc1ccc(CNc2nc3ccccc3n2CCN2CCCCC2)cc1	0	-18	-4	-13	-7	0.8	-12	0	3
Cn1c(=S)n(/N=C/c2cccs2)c2ccccc21	2	-3	-7	-4	-1	0.7	-4	-8	5
O=[N+]([O-])c1ccc(S(=O)(=O)Nc2nc(-c3ccccc3)cs2)cc1	3	-3	1	-1	-8	2.5	6	-23	9
CC1CN(S(=O)(=O)c2cccc(C(=O)NCc3ccccn3)c2)CC(C)O1 (stereo not given)	2	0	-8	0	-20	0.4	-8	-2	3
COCc1cc(C)nc(SCc2ccccc2Cl)c1C#N	-2	3	-11	-3	-7	-0.5	-11	-12	12
CC1CN(C(=O)CCC(=O)NCc2ccccc2)c2ccccc2S1 (stereo not given)	3	18	-5	-4	-4	0.6	-15	-8	4
Cc1nc2ccsc2c(=O)n1-c1ccc(Cl)cc1	0	1	4	-7	-15	0.5	6	-9	12
CCOC(=O)C(=N/O)/C(C)=N/NC(C)=O	0	-10	-7	-9	4	-0.1	8	2	3
COc1cc2[nH]c3c(=O)n(CCN(C(C)C)C(C)C)cnc3c2cc1OC	0	9	0	-5	-7	0.0	-1	-8	-3
N#Cc1c(NC(=O)/C=C/c2ccco2)sc2c1CCCC2	-1	-10	1	-1	-1	-0.3	-1	-14	5
N#CC1(Nc2ccc(S(N)(=O)=O)cc2)CCCC1	0	-18	·	0	-14	0.1	·	-17	8
O=C(CSc1nc(-c2cccs2)cc(C(F)(F)F)n1)NCCCn1ccnc1	0	-10	-3	-9	-10	0.5	-16	-6	-4
O=C1CCC(C(=O)OCc2nnc(-c3ccc(Cl)cc3)o2)=NN1	1	0	-8	-3	5	0.5	-12	-11	7
O=C(NN=C1CCCC1)c1cc(Br)ccc1O	9	5	-12	4	1	11	15	5	-2
COc1ccc([C@@H]2CC=C(C(=O)O)[C@H](c3ccccc3)N2S(=O)(=O)c2ccc(C)cc2)cc1OC	0	6	-8	-2	-5	0.4	-15	0	6
N#Cc1ccc(OCC(O)CN2CCN(C(c3ccccc3)c3ccccc3)CC2)cc1 (stereo not given)	0	32*	0	-12	-10	1.6	-5	88*	-34
Nc1nc(SCc2nc3sc4c(c3c(=O)[nH]2)CCCC4)n[nH]1	1	-6	0	-5	-2	-0.3	-13	3	0
CC(C)Oc1nc(-c2ccc(Cl)cc2)nc2ccccc12	1	1	-1	-2	13	-0.2	-18	-5	6
COc1cc(CCC(C)NCc2ccccc2)ccc1O (stereo not given)	0	5	2	-6	-6	1.0	-20	-1	-1
O=c1[nH]nc(SC2CCCCC2)c(=O)[nH]1	2	-11	·	-1	-5	-0.3	·	-25	15
CC(C)CNC(=O)c1oc2ccccc2c1COc1ccccc1	-2	0	-3	-10	2	-0.4	-23	-5	4
COc1cccc(/C=N/NC(=O)c2cccc3ccccc23)c1	2	6	·	0	16	0.2	·	2	3
COc1cc(OC)cc(C2=NCCN2)c1	0	-2	-6	-11	2	0.5	-4	-8	14
O=S(=O)(Nc1cccc(-n2cnnn2)c1)c1ccc(F)cc1	1	-17	·	0	-14	1.9	·	-7	5
c1ccc(CNc2nnnn2-c2ccccc2)cc1	6	6	-13	1	-19	4.1	-5	-4	3
CSc1ccccc1NC(=S)Nc1ccc(S(N)(=O)=O)cc1	1	-5	-3	-5	-10	0.0	15	-9	9
COC(=O)c1ccccc1NC(=O)c1ccco1	1	-3	2	-2	4	-0.4	-21	-43	7
N#Cc1c(N2CCSCC2)nsc1-c1ccccc1Cl	2	-1	·	-5	3	0.5	·	0	0
Cc1cccc(C)c1-n1nnnc1C(c1cccs1)N1CCN(C/C=C/c2ccccc2)CC1 (stereo not given)	0	8	·	-7	-6	0.2	·	26	-24
O=c1[nH]c(SCCOc2ccccc2F)nc2ccccc12	5	4	-5	-5	-16	2.3	-14	6	-1
Cc1noc(NS(=O)(=O)c2ccc(NC(=O)C(CC(C)C)N3C(=O)c4ccccc4C3=O)cc2)c1C (stereo not given)	0	-2	2	-7	-12	0.0	-13	-9	6
COC(=O)c1ccc(NC(=O)c2cc(-c3ccncc3)nc3ccccc23)cc1	5	-10	1	-4	-18	2.6	-15	-5	7
CCOC(=O)C1=C[C@@H](C(C)(C)C)N(S(=O)(=O)c2ccc(C)cc2)[C@H]1c1ccc(C#N)cc1	-1	-7	·	-5	3	0.1	·	8	-10
CC(Sc1nnc(C2CC2)n1C1CC1)C(=O)Nc1cccc(S(=O)(=O)N2CCOCC2)c1 (stereo not given)	-1	-3	0	-5	-7	-0.8	1	2	1
N=C1/C(=C\c2ccc(OC(=O)c3ccccc3Cl)cc2)C(=O)N=C2SC(N3CCOCC3)=NN12	1	17	-4	-6	-7	-0.1	-11	16	-7
COc1ccc(OCCCSc2ncccn2)cc1	0	8	-6	-2	-1	0.0	-10	9	-2
COc1ccc(N2C(=O)CS/C2=N\C(=S)Nc2ccccc2)cc1	2	-18	-13	-4	-10	1.4	-16	3	-5
CCOC(=O)Cc1csc(NC(=O)COc2ccc3c(c2)CCC3)n1	6	-6	-10	-3	-9	4.8	-34	-1	1
CNc1c(NS(=O)(=O)c2ccc3c(c2)CCCC3)c(=O)oc2ccccc12	2	3	-7	4	-1	-0.6	-26	2	6
O=C(COc1ccccc1Cl)Nc1ccc(CN2CCCCC2)cc1	10	10	-8	-1	-18	9.4	-17	39	-23
CC(C)(C)c1ccc(-c2nn(CCC#N)cc2/C=N/O)cc1	0	4	-15	-3	-11	-0.1	3	-11	10
CCc1ccc(N(C(=O)CNC(=O)c2ccco2)C(C(=O)NC2CCCC2)c2ccncc2)cc1 (stereo not given)	1	7	-1	0	-8	0.6	-26	-15	6

Next section.
SMILES	CHRM4 agonist	CHRM4 antagonist	OXTR potentiate	CHRM1 agonist	CHO-K1 Ca antag	M1 ag parental	CHO parental Ca	M1 antag	CHRM1 PAM
CC(=O)Nc1cc(C)nn1-c1nc(C)cc(C)n1	1	-9	2	-3	-10	0.6	-6	-14	11
O=C(Nc1ccccc1Cl)c1sccc1-c1ccccc1	-2	-5	-5	-6	-20	-0.8	-18	-11	5
COc1ccc(C(=O)N/C(=C\c2cccc3ccccc23)C(=O)N2CCN(C)CC2)cc1	2	-6	-6	-5	-4	1.3	-22	-1	6
O=C(CN(Cc1ccco1)C(=O)CCC(=O)Nc1nccs1)NCc1ccccc1	2	-5	-2	8	-9	-0.2	-7	-8	7
COC(=O)c1ccc(N2CCOCC2)c(NC(=O)c2cccs2)c1	2	12	-11	-1	-2	0.4	-10	-14	8
COc1ccc2c(c1)c(CC(=O)Nc1ccccc1OC)c(C)n2C(=O)c1ccc(Cl)cc1	3	-6	0	-6	-8	-0.5	-26	-1	1
Cn1c(=O)c2[nH]c(CCC3CCCC3)nc2n(C)c1=O	0	-4	·	-1	-1	0.2	·	-14	11
CCOc1cc(/C=N\NC(N)=O)cc(Br)c1OC(C)C	-2	-5	2	-5	6	0.0	-10	-3	2
CN1CCN(c2ccc(Cl)cc2NC(=O)c2ccc(=O)n(C)n2)CC1	2	-5	0	-8	-9	0.9	-18	-10	9
CCOC(=O)c1oc2ccccc2c1NC(=O)c1cccc(OC)c1	-1	1	3	-6	-15	0.9	-33	2	0
Cc1ccc(NC(=O)CSc2nc(=O)n(CCCN(C)C)c3c2CCC3)c(C)c1	0	-7	12	-8	-11	0.9	-10	-3	7
Cc1ccc2c(c1)N(C(=O)CCC(=O)NCCN1CCOCC1)CC(C)O2 (stereo not given)	0	3	-5	-3	19	-0.2	-6	18	-11
CCN(CC)CCN(Cc1cc2cc(C)c(C)cc2[nH]c1=O)C(=S)NCc1ccco1	1	-10	-9	-16	-7	0.5	-40	-7	5

Among those listed so far, these have a tert-butyl group:
SMILES	CHRM4 agonist	CHRM4 antagonist	OXTR potentiate	CHRM1 agonist	CHO-K1 Ca antag	M1 ag parental	CHO parental Ca	M1 antag	CHRM1 PAM
CCOC(=O)C1=C[C@@H](C(C)(C)C)N(S(=O)(=O)c2ccc(C)cc2)[C@H]1c1ccc(C#N)cc1	-1	-7	·	-5	3	0.1	·	8	-10
CC(C)(C)c1ccc(-c2nn(CCC#N)cc2/C=N/O)cc1	0	4	-15	-3	-11	-0.1	3	-11	10

Compound activity (PubChem BioAssay)

Not a hit list; about 2.9% have a hit in one of these screens.
